Source: PubChem BioAssay
FBW7 act – human FBW7 E3 ligase activation, primary screen; Q969H0; AlphaScreen FBW7–phospho-cyclin E peptide binding, activator screen; normalized activity (activation), % at 26.1 µM; hit rate 0.13% among 650,000; AID 1259310; in the data active means normalized activity above about 1.9%;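 further: purified mutant Fbw7 with reduced substrate affinity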
MITF inh – human MITF inhibition, primary screen; inhibition, % at 2.6 µM; O75030; AlphaScreen MITF homodimerization, bead proximity signal; hit rate 0.91% among 650,000; AID 1259374; in the data active means inhibition above about 50%;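 further: 0% = vehicle wells with protein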
Target sequence (O75030 whole entry, looked up): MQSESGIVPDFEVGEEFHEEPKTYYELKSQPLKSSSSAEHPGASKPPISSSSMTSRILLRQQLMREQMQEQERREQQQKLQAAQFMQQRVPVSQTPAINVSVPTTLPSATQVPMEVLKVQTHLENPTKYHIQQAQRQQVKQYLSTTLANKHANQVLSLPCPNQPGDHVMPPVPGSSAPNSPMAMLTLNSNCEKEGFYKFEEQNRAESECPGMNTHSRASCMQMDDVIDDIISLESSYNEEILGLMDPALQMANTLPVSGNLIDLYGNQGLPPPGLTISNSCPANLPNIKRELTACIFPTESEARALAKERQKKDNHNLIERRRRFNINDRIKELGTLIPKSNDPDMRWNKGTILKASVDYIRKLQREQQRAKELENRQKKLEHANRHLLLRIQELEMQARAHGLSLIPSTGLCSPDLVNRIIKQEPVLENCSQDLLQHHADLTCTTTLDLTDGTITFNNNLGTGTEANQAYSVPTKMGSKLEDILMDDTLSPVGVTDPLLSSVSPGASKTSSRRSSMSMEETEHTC
TEAD-YAP block – TEAD-YAP interaction inhibition; HEK-TIYL cells, TEAD-Gal4/YAP UAS-luciferase luminescence; inhibition, % at 9.12 µM; hit rate 1.4% among 640,000; AID 1259422; in the data active means inhibition above about 32%;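 further: 0% = median of test compound wells and 100% = reference inhibitor wells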
GPR151 activ – activates the human receptor GPR151 | PathHunter beta-arrestin GPR151 cells, luminescence | activation, % at 11.2 µM | hit rate 1% among 650,000; in the data active means activation above about 4.9%;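 further: 0% = median of compound wells and 100% = cells with positive control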
Target sequence (Q8TDV0 whole entry, looked up): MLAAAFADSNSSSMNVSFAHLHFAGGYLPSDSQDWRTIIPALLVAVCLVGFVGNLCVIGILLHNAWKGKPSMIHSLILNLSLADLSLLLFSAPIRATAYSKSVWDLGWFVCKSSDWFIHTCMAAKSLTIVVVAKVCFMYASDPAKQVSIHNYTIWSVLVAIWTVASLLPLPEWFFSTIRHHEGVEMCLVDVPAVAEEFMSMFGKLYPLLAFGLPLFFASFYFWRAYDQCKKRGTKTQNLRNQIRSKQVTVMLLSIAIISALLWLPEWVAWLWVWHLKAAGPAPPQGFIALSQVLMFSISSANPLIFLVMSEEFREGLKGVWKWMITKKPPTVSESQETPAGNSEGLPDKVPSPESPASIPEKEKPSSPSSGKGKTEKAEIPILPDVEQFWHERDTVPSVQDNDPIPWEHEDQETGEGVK
Starred values were filed as active, the others as inactive; & = joins results of further samples.

Compound,FBW7 act,MITF inh,TEAD-YAP block,GPR151 activ
Cc1cccc(N(C)c2c(-c3ccc4c(c3)OCC(=O)N4)c(=O)c2=O)c1,0.3,10.3,-1.7,2.0
N#C/C(=C\c1ccc(OCc2ccccc2F)cc1)c1nn(CCO)c(N)c1C#N,0.1,3.6,2.0,-1.4
CC(C)CC(NC(=O)/C(=C\c1ccc(F)cc1)NC(=O)c1ccccc1)C(=O)O (stereo not drawn),0.9,1.0,-2.4,0.8
CCOc1ccccc1CNCc1ccc(C(=O)O)s1,-0.1,-12.9,0.2,1.0
Cc1c(Cl)cccc1NC(=O)c1cc(S(=O)(=O)N2CCc3ccccc3C2)ccc1F,0.0,-3.1,-1.4,0.0
CCOC(=O)c1c(NC(=S)Nc2cccc(S(=O)(=O)N(C)C)c2)sc(C)c1C,0.0,-0.1,-0.8,1.1
O=C(/C=C/c1cccc([N+](=O)[O-])c1)N1CCN(c2cccc(Cl)c2)CC1,-0.1,-11.6,-7.0,-1.2
COc1ccc(C(=O)Cc2ccc(F)cc2)c(OC)c1,0.1,-4.8,-48.6,-1.7
Cc1cc2c(cc(C(=O)OC(C)C(=O)NC(C)(C)C)n2C)o1 (stereo not drawn),0.0,-0.4,-7.3,0.5
Cc1ccc(F)c(NC(=O)CSc2nnc(C)s2)c1,0.0,14.7,6.5,-0.1
COc1ccc(-c2csc(NC(=O)c3cc(Cl)ccc3[N+](=O)[O-])n2)cc1OC,0.0,15.2,-0.6,-1.2
O=C(Nc1ccc(Cl)c(-c2nc3ccccc3o2)c1)c1sc2ccccc2c1Cl,0.2,12.2,-2.1,0.7
Cc1cc2c(cc1S(=O)(=O)C(C)CC(=O)N1CCCc3ccccc31)OCC(=O)N2 (stereo not drawn),0.1,2.5,-3.1,2.2
N#CC1=C(N)N(c2cccc([N+](=O)[O-])c2)C2=C(C(=O)CCC2)C1c1ccccc1 (stereo not drawn),0.3,9.5,4.8,-0.6
O=C(CCn1nc(-c2ccc(Cl)cc2)ccc1=O)NCCCN1CCCCC1,0.1,5.0,1.1,-0.4
Cc1ccccc1C(=O)Nc1nn(C)c2c1CC(C)C(=O)N2 (stereo not drawn),-0.2,-3.3,-9.7,2.6
CC(=O)OC1CCc2[nH]c3ccc(F)cc3c2C1 (stereo not drawn),-0.2,2.2,3.5,-1.8
N#C/C(=C\c1ccc(-c2ccc([N+](=O)[O-])cc2)o1)C(=O)Nc1ccccc1C(=O)O,0.0,10.9,-9.1,-0.9
COc1ccc(-c2c(C#N)c(SCc3ccccc3)nc(C)c2C(=O)Nc2ccccc2)cc1,0.2,-14.4,5.9,-0.2
Cc1ccc(N=NN(CC(O)C(O)C(O)CO)c2ccc(C)c(C)c2)cc1C (stereo not drawn),0.1,20.4,-17.9,-0.8
O=C(Oc1c(Br)cc(Br)cc1Br)c1ccc([N+](=O)[O-])cc1Cl,0.0,21.5,5.3,0.8
CC(C)CCOc1ccc(Cn2c3ccccc3c3nc4ccccc4nc32)cc1,-0.2,6.8,1.3,-1.4
c1ccc(OCCNc2nc(N3CCC(N4CCOCC4)CC3)nc3c2ncn3-c2ccccc2)cc1,0.0,12.8,1.6,1.3
Cc1ccc(NS(=O)(=O)c2cc(C(=O)Nc3cccc([N+](=O)[O-])c3)ccc2Br)cc1,-0.1,2.8,-9.1,1.3
O=C(Nc1ccc(S(=O)(=O)N2CCCCC2c2cccnc2)cc1)c1ccc(-c2ccccc2)cc1 (stereo not drawn),0.8,1.7,26.3,-1.3
O=c1nc(N2CCCCC2)nc(N2CCOCC2)[nH]1,-0.1,5.7,-4.0,-0.4
CC1CCN(S(=O)(=O)N2CCC(C(=O)N3CCCCC3)CC2)CC1,0.1,2.1,14.5,-0.1
CCNc1ccc(C(=O)OCC(=O)N2c3ccccc3NC(=O)C2(C)C)cc1[N+](=O)[O-],-0.1,-7.2,-1.6,-1.8
CCOc1cccc2c1OC(c1cc(OC)c(OC)c(OC)c1)N1N=C(c3ccco3)CC21 (stereo not drawn),0.2,-1.4,-35.7,-0.7
CNC(=O)Cn1nc(C(=O)O)c2ccccc2c1=O,0.2,-3.5,5.9,-1.2

An excerpt from above in order of number of heavy atoms, ascending:
Compound,FBW7 act,MITF inh,TEAD-YAP block,GPR151 activ
Cc1ccc(F)c(NC(=O)CSc2nnc(C)s2)c1,0.0,14.7,6.5,-0.1
COc1ccc(C(=O)Cc2ccc(F)cc2)c(OC)c1,0.1,-4.8,-48.6,-1.7
CCOC(=O)c1c(NC(=S)Nc2cccc(S(=O)(=O)N(C)C)c2)sc(C)c1C,0.0,-0.1,-0.8,1.1

Further compounds follow:
Compound,FBW7 act,MITF inh,TEAD-YAP block,GPR151 activ
CCOC(=O)C1C(=O)CC(C)(O)C(C(=O)OCC)C1c1ccc(C(C)C)cc1 (stereo not drawn),-0.1,-12.3,-0.2,-0.1
O=C(Cc1cccc2ccccc12)Nc1ccc(Oc2ncnc3sc4c(c23)CCCC4)cc1,0.0,11.6,2.5,0.7
COc1ccc(C2C3=C(CCCC3=O)Nc3nc(C(F)(F)F)nn32)c(OC)c1OC (stereo not drawn),-0.1,1.1,-4.5,-1.1
O=C1C2CCCN2C(c2cccs2)N1c1cccc(Cl)c1 (stereo not drawn),-0.2,10.5,0.3,0.1
O=C(CN1CCN(C(=O)Nc2c(F)cccc2F)CC1)c1ccco1,-0.6,39.7,-1.3,0.9
Cc1nc(C)c(CN2CCC(C(=O)Nc3ccc(-n4cccn4)cc3)CC2)nc1C,0.0,3.6,7.0,0.4
COCCOC(=O)c1c(C)oc2c1cc(NS(=O)(=O)c1cc(Cl)ccc1Cl)c1ccccc12,0.1,-5.8,-3.3,1.0
COc1cccc(NC(=O)CN(C)S(=O)(=O)c2ccc3[nH]c4c(c3c2)CCCC4)c1,0.0,-4.7,-5.4,1.5
COc1cc(OC)cc(C(=O)NCc2nc(-c3ccc(C)cc3)no2)c1,0.0,4.0,6.7,-1.6
COc1cccc(C(=O)Nc2ccc(O)cc2C(=O)O)c1,-0.1,17.9,2.8,-4.6
CCOc1ccc(C(=O)OCC(N)=O)cc1OCC,0.2,-1.9,-10.9,-0.7
COc1c(N)cc(NC(=O)CN2CCCC2)c(OC)c1C,-0.2,8.0,4.2,0.1
CCN(C(=O)COc1cc(=O)n(C)c2ccccc12)c1ccccc1C,0.0,10.5,-0.4,-0.1
O=C(CCOc1ccccc1)Nc1nnc(-c2ccc(Cl)cc2)o1,0.0,8.0,5.6,3.2
CCC(C)(C)NS(=O)(=O)c1ccc(-n2cnnn2)c(OC)c1,0.2,-3.9,-4.3,2.7
O=C(Nc1ccc(NC(=O)c2cc(S(=O)(=O)N3CCCC3)ccc2Cl)cc1)c1ccccc1,0.1,9.2,9.5,-0.2
Cc1cc(CNC(=O)c2sc3ncnc(NCc4ccco4)c3c2C)on1,-0.1,11.8,-2.2,-0.8
Cn1c(=O)[nH]c(=O)c2c1nc(N1CCCC1)n2CC(O)COc1ccc(Cl)cc1 (stereo not drawn),0.4,-2.3,13.3,1.4
CC(=O)Nc1nsc(Nc2ccc(Cl)c(Cl)c2)n1,0.5,21.4,-29.2,-1.2
COc1ccc(Br)cc1CNC(=O)C1CCC(=O)N1C(C)C (stereo not drawn),-0.1,-10.4,1.2,2.3
CSc1ccc(C(=O)Nc2nnc(-c3ccc(C)cc3C)o2)cc1,-0.1,-4.7,10.4,0.1
C/C(=N\NC(=O)C1CC1)c1ccc(C)c(C)c1,-0.2,-7.5,0.9,0.5
COc1ccc(-c2cc(C(F)(F)F)nc(NCc3ccco3)n2)cc1OC,0.0,-3.4,-17.4,0.7
COc1ccc(-c2noc(CN3CCN(C4CCCCC4)CC3)n2)cc1,-0.1,-7.0,-0.3,2.2
COc1ccccc1NC(=O)c1ccc2c(c1)N(CC(=O)N1CCCC1)C(=O)C(C)(C)O2,0.1,0.8,16.1,1.4
OC(CN1CCN(Cc2ccc3c(c2)OCO3)CC1)C(F)(F)F (stereo not drawn),0.0,1.2,0.9,-1.3
Cc1ccc(-c2nc(CS(=O)CC(=O)NCC3CCCO3)c(C)o2)cc1 (stereo not drawn),1.9*,3.2,-3.2,-0.1
COCCNC(=O)c1cc(-c2ccc(O)cc2)on1,0.0,-11.7,8.6,-1.6
CC1(C(=O)N2CCOCC2)Cc2ccccc2C(=O)O1 (stereo not drawn),0.0,4.7,-11.2,-1.4
Cc1ccc(-c2cc(C(=O)Nc3ccc(F)cc3)c3ccccc3n2)cc1,-0.7,0.9,-28.9,1.0
CCCCCCCCCC[Si](C)(C)CCC(=O)NC(Cc1ccc(C)cc1)c1ccccc1 (stereo not drawn),-0.1,3.6,3.9,-1.6
COc1cc(C#N)ccc1OCc1ccccc1F,0.0,-12.3,-50.2,1.1
O=S(=O)(NC1CCCCC1)c1cccc(S(=O)(=O)N2CCOCC2)c1,0.2,13.1,0.4,-1.4
CCOc1ccc(-c2nnc(SCC(=O)N3CCOCC3)o2)cc1,0.1,7.7,-44.7,1.5
O=C(c1cc(F)c(F)cc1F)N1CCN2C(=O)[C@H]3CCCN3C(=O)[C@H]2C1,0.0,-1.0,-3.7,-0.6
COc1ccc(C(=O)Nc2ccc3c(c2)C(=O)N(c2ccccc2)C3=O)cc1[N+](=O)[O-],0.0,-7.1,2.2,-0.7
COC(=O)C1=CN(c2ccc(Cl)cc2)C=C(C(=O)OC)C1c1ccc(OC)cc1,-0.1,2.5,3.1,-1.0
CC12CC3CC(C)(C1)CC(C(=O)NNC(N)=S)(C3)C2,-0.1&0.0,5.1&3.3,3.5&8.2,0.5&-0.3
COc1cc(CN2CCN(Cc3ccc(C)cc3)CC2)c([N+](=O)[O-])cc1OC,-0.2,80.6*,8.5,-0.2
O=C(Nc1cccc(S(=O)(=O)N2CCCCCC2)c1)NC1CCCCC1,0.2,-8.7,3.0,1.8
Cc1cc(NC(=O)COC(=O)/C(C#N)=C/c2ccc3c(c2)OCO3)ccc1Br,-0.2,-0.2,6.3,-0.7
NC(=O)c1ccccc1NC(=O)CSc1nc(=O)cc(N)n1-c1ccccc1,0.0,-3.5,8.6,1.9
CCN(CC)C(=O)c1sc(NC(=S)NCc2ccco2)c(C(=O)OC)c1C,-0.2,4.0,10.0,11.3*
CCN(CC)CCCNC(=O)c1cc(-c2ccc(F)cc2)[nH]c1C,-0.2,2.2,4.4,1.2
Cc1cccc(OCCCNC(C)(C)C)c1C,0.0,2.1,4.1,-0.1
O=C(Nc1ccc(Cl)cc1C(=O)c1ccccc1)c1ccc(Nc2nc(-c3ccccc3)c3cc(Br)ccc3n2)cc1,0.0,5.9,0.6,0.2
CC(C)N(C(=O)CSc1nnc2n(C)c(=O)c3ccccc3n12)C(C)C,-0.1,-9.7,20.5,-1.3
CN(C)/C(=N\S(=O)(=O)c1cccs1)c1ccccc1,0.4,-3.7,-4.3,-1.2
COc1ccc(-n2nc(C(=O)NCC(=O)NC3CCCC(C)C3C)c3ccccc3c2=O)cc1 (stereo not drawn),-0.2,-3.6,4.4,-0.2
CS(=O)(=O)N(CC(=O)N1CCC(Cc2ccccc2)CC1)c1ccc2c(c1)OCO2,0.1,-8.6,1.8,0.4
CC(=O)N1CCSc2cc(S(=O)(=O)N3CCCC3)ccc21,0.2,24.2,8.2,0.9
CCOc1cc(/C=C2\N=C(c3ccccc3Br)OC2=O)cc(Br)c1OC(C)=O,0.2,-3.1,2.8,-2.0
CCOC(=O)C1=C(C)N=c2s/c(=C\c3cccc(O)c3)c(=O)n2C1c1ccc(OCC)c(OCC)c1 (stereo not drawn),0.0,18.7,-10.8,-0.9
COC(=O)c1c(NC(=O)COc2ccc(I)cc2)sc2c1CCCC2,0.1,15.3,-1.9,0.3
CN(C)CCNc1ccnc2c(-c3ccsc3)cnn12,-0.3,-19.4,-57.5,-0.3
CC1CCCC(C)N1C(=O)Cn1nnc(-c2ccc(CN3CCCCC3)cc2)n1 (stereo not drawn),0.1,5.2,11.6,-0.7
O=C(Cn1cc([N+](=O)[O-])cn1)NCC1CCCO1 (stereo not drawn),-0.1,-5.2,-4.5,-0.4
Cc1ccc(C(=O)Nc2cccc([N+](=O)[O-])c2C)o1,0.1,0.6,-8.3,0.2
